CHO-K1 Ca antag = M1 antagonist counterscreen hit in parental CHO-K1 cells; AID 602250; ATP-induced calcium, Fluo-8 fluorescence; inhibition, % at 3 µM; actives 0.6% (n = 360,000);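 active = inhibition above a per-plate cutoff, the plate's mean sample inhibition plus 3 SD, cut at about 24% in these data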;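 note: 0% = DMSO plus EC80 ATP and 100% = DMSO alone without ATP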
TAAR1 antagonist = human TAAR1 antagonism. CHO RD-HGA16 TAAR1, Fluo-8 calcium fluorescence, antagonist. inhibition, % at 3 µM. actives 1.5% (n = 360,000). AID 624466;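 active = inhibition above a per-plate cutoff, the mean inhibition of test compounds on that plate plus 3 SD, cut at about 49% in these data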;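 note: 0% = DMSO plus EC80 beta-PEA response and 100% = DMSO alone without agonist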
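Assay system: CHO-derived RD-HGA16 cells stably expressing human TAAR1 plus Gα16. Timing: 140 s kinetic read after compound, 140 s after agonist. Technique: kinetic Fluo-8 calcium fluorescence measurement. Measure: % inhibition of agonist calcium response.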
TAAR1 ag = human TAAR1 agonism; actives 0.99% (n = 360,000); CHO RD-HGA16 TAAR1, Fluo-8 calcium fluorescence; vehicle wells 0%, saturating PEA agonist 100%; activation, % at 3 µM;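 active = activation above the mean activation of all test compounds in the run plus 3 SD, cut at about 38% in these data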
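Assay system: CHO-derived RD-HGA16 cells with stable Gα16 and human TAAR1; timing: 17-24 h seeding, 75 min 37 °C dye, 30 min RT; read-out: % activation from peak over basal fluorescence ratio, DMSO-to-PEA scaled; measured by: kinetic Fluo-8 calcium fluorescence; benchmarks: low control DMSO, high control PEA (EC100); doses: 3 µM single concentration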
OXTR potentiator = human OXTR potentiation | actives 0.061% (n = 320,000) | P30559 | activation, % at 3 µM | CHO-OTR cells, Fluo-8 calcium fluorescence, potentiator mode; 0% = oxytocin EC15, 100% = EC100;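 active = activation above that plate's cutoff, the mean activation of tested compounds plus 3 SD, cut at about 6.6% in these data, passing the limit was not always enough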;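 note: 100% uses oxytocin at 75 nM as the full agonist control; some results filed as inactive read as strong as hits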
Target sequence (P30559 whole entry, looked up): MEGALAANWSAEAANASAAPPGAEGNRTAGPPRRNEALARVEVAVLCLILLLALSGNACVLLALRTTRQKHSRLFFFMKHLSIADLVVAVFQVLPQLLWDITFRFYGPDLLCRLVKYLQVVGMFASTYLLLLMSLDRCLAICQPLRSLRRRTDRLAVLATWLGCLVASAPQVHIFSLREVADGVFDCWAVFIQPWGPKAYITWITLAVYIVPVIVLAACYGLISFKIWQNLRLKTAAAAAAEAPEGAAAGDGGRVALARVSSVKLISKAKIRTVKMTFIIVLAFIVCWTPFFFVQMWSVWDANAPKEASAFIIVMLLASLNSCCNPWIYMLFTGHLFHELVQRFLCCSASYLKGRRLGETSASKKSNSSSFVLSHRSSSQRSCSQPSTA
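Assay system: CHO-OTR cells, human receptor / Also added: oxytocin at about EC15, sub-maximal agonist stimulus / Dosing: single dose, 3.0 µM nominal final compound concentration / Incubation: 6 min pre-incubation, 100 s read / Technique: Fluo-8 calcium dye fluorescence / Read-out: % activation vs EC15 and EC100 oxytocin / Benchmarks: EC15 oxytocin low, 75 nM oxytocin high / Replicates: singlicate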
CHO-K1 Ca ag = M1 agonist counterscreen hit in parental CHO-K1 cells; actives 0.48% (n = 360,000); activation, % at 3 µM; Fluo-8 calcium fluorescence; scaled to maximal ATP response, vehicle zero; in the data active = activation above about 15%;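 note: untransfected CHO-K1 host cells lacking M1 receptor as counterscreen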
M1 PAM parental = M1 PAM counterscreen hit in parental CHO-K1 cells; ATP EC20, Fluo-8 calcium fluorescence; 0% at ATP EC20, 100% at ATP max; activation, % at 3 µM; actives 0.02% (n = 360,000); AID 602247;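 active = activation above the run cutoff, the mean activation of all test compounds plus 3 SD, cut at about 40% in these data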;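 note: peak over basal fluorescence ratio in a 140 s read after ATP addition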
CHO parental Ca = counter-screen: ATP calcium response change in parental CHO cells; parental CHO-K1, ATP-induced calcium, Fluo-8 fluorescence; inhibition, % at 5.6 µM; actives 0.63% (n = 330,000);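 active = inhibition above that plate's mean sample inhibition plus 3 SD, cut at about 26% in these data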;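 note: 0% = ATP-challenged DMSO wells and 100% = DMSO wells without ATP; some compounds past the cut are filed as inactive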
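Material: Parental CHO cells | Reagent: ATP | Compound dosing: Single nominal dose of 5.6 µM per compound | Detection: Intracellular calcium via Fluo-8 no-wash fluorescent dye | Read-out: % inhibition of ATP-induced calcium mobilization | Benchmarks: Low control ATP plus DMSO, high control DMSO only | Replicates: Singlicate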
CHRM1 antagonist = antagonists of human M1 muscarinic receptor. P11229. CHO-K1 hM1, Fluo-8 calcium fluorescence, ACh EC80 antagonist. inhibition, % at 3 µM. actives 1.3% (n = 360,000). AID 588852;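 active = percent inhibition above its own plate's cutoff, namely the mean of that plate's compound wells plus 3 SD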;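 note: peak over basal fluorescence ratio during 140 s after agonist addition; 0% = ACh EC80 plus DMSO and 100% = DMSO alone without agonist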
Target sequence (P11229 whole entry, looked up): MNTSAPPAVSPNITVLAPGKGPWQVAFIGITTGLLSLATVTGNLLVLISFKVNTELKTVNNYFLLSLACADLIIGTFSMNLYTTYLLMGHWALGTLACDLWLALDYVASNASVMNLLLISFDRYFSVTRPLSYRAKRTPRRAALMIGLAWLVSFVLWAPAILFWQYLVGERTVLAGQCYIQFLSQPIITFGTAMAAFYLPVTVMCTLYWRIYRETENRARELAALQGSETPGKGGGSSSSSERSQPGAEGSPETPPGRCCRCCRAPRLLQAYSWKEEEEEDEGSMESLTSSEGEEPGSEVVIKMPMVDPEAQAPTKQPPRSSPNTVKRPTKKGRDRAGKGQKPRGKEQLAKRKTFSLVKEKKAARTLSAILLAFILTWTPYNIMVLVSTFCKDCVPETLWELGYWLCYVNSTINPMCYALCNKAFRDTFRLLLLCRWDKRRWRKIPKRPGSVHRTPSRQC
M1 ag = human M1 muscarinic receptor agonism; P11229; CHO-K1 hM1, Fluo-8 calcium fluorescence, agonist mode; 0% DMSO, 100% acetylcholine EC100; activation, % at 3 µM; actives 0.33% (n = 360,000); AID 588814;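 active = activation above the run's mean compound activation plus 3 SD, cut at about 16% in these data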;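 note: peak over basal fluorescence ratio within a 140 s kinetic read after compound addition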
Numbers without * were called inactive; x = not tested or not shown.

compound,CHO-K1 Ca antag,TAAR1 antagonist,TAAR1 ag,OXTR potentiator,CHO-K1 Ca ag,M1 PAM parental,CHO parental Ca,CHRM1 antagonist,M1 ag
CC(=O)N1CCN(S(=O)(=O)c2cccc(C(=O)Nc3ccc4c(c3)OCO4)c2)CC1,-7,-34,2,-2,-0.6,8,-6,-3,-1
Oc1ccccc1-c1nnc(SCCN2CCOCC2)n1Cc1ccccc1,-2,6,1,0,0.8,17,-12,-2,-2
COc1ccc(NC(=O)CSc2nccn2Cc2ccco2)cc1OC,-16,5,3,-7,4.4,9,-10,-3,2
O=C(Oc1ccc(N(C(=O)c2ccncc2)S(=O)(=O)c2cccs2)cc1)c1ccncc1,-12,-22,4,-10,4.6,13,18,-5,-1
O=C(CN1CCN(S(=O)(=O)c2ccc(Cl)c(C(F)(F)F)c2)CC1)NC(=O)NC1CCCCC1,-16,12,0,x,0.9,21,x,-9,-3
Cc1ccc(S(=O)(=O)N2CCN(C(=O)COC(=O)c3ccc([N+](=O)[O-])o3)CC2)c(C)c1,-4,10,15,0,2.5,0,-10,6,-6
C/C=C/c1ccc(OCCN2CCc3ccccc3C2)c(OC)c1,-18,-11,18,3,1.4,19,-18,-8,-10
CC[n+]1c(/C=C2/C=C(C)CC(C)C2)sc2ccccc21 (stereo not drawn),3,-3,0,-18,-0.4,-7,-2,0,-10
CCOc1ccc(C(=O)Nc2nnc(C)s2)cc1OCC,-6,11,1,5,0.0,24,-7,-5,-2
O=C(NC1CC1)C1=C[C@H](c2ccc(C(F)(F)F)cc2)C[C@H](OCCCCO)O1,17,2,6,-7,0.2,-23,-12,7,-3
CC1(C)CC(=O)C/C(=N/NC(=O)COc2ccc3ccccc3c2Br)C1,-7,-21,3,-4,2.6,19,-19,-20,-3
Cc1cccc(OCCCC(=O)Nc2ccc(S(=O)(=O)N3CCCC3)cc2)c1,-5,14,8,-14,3.0,11,4,9,-1
CCCCOc1ccc(C(=O)OCC(=O)N2CCCCCC2)cc1,14,7,3,-11,0.4,-20,-17,1,-5
CS(=O)(=O)c1nc(-c2ccccc2)cc(-c2ccccc2)c1C#N,-9,x,x,-8,0.8,20,-15,-2,-4
O=C1OC(c2ccc(Cl)cc2)=N/C1=C\C=C\c1ccco1,-4,-4,2,-9,0.6,10,-5,-11,-1
O=C(N/N=C/c1ccco1)C(O)C(O)C(=O)N/N=C/c1ccco1 (stereo not drawn),-10,-18,0,5,1.2,18,-1,-7,-1
CCOc1ccccc1NC(=O)C1CCN(S(=O)(=O)c2cccc3cccnc23)CC1,7,40,10,-2,4.9,13,-19,-3,1
CC(C)(C)c1ccc(S(=O)(=O)N2CCC(NC(=O)c3ccco3)CC2)cc1,-10,-19,0,-12,1.2,10,2,1,-5
CCC(Oc1ccccc1)C(=O)Nc1nnc(S(=O)(=O)N2CCCC2)s1 (stereo not drawn),-2,-1,4,-7,1.8,3,6,-4,3
CN(CC(=O)Nc1ccccc1C(F)(F)F)C(=O)COc1ncnc2sccc12,-3,-3,3,-6,0.3,8,-9,-5,-6
CCN(CC)CCC(=O)Nc1ccc2c(c1)N(C(=O)CN(CC)CC)c1ccccc1CC2,-10,-12,3,-9,0.3,12,-7,-16,-7
Cc1cnc(C(=O)Nc2nc(-c3ccccc3)cs2)cn1,-8,-6,-2,-4,0.5,22,-8,-3,-5
O=C1NN=COc2ccccc21,-19,3,6,3,1.8,11,2,-8,-4
Cc1cc(C)nc(N2CCCC(C(=O)Nc3ccc4nc(C)c(C)nc4c3)C2)n1 (stereo not drawn),-4,-4,9,3,0.0,8,-22,3,-5
Cc1cc(=O)oc(C)c1C(=O)NCCCN1CCN(c2ccc(F)cc2)CC1,-2,-6,3,-7,-0.3,0,-14,5,-9
Cc1ccccc1-c1nc(CS(=O)(=O)CC(=O)NC2CCCC2)c(C)o1,-24,-27,0,-10,2.4,5,-27,-6,1
CC(=O)Nc1cccc(/C(C)=N/N2C(C)CCCC2C)c1 (stereo not drawn),2,-12,-2,-2,0.7,-9,8,-8,3
O=C1NC(c2ccc(Cl)c([N+](=O)[O-])c2)Nc2ccccc21 (stereo not drawn),-1,-3,0,1,0.2,5,-17,-4,-6
Cc1cc(/C=N/NC(=O)c2cccc([N+](=O)[O-])c2)c(C)n1-c1ccccc1,-6,9,2,-10,0.2,8,-8,-6,-8
CC(NC(=O)CCCn1cc([N+](=O)[O-])cn1)c1ccccc1 (stereo not drawn),8,0,-1,-6,-0.3,-13,11,-4,-6
CCCCn1c(CN2CCN(C(=O)OCC)CC2)nc2c1c(=O)n(C)c(=O)n2C,1,-12,9,1,0.6,21,-2,-9,4
OC(c1ccccc1)(c1nc(-c2cccc(F)c2)cs1)C(F)(F)F (stereo not drawn),-8,20,0,x,-0.2,-11,x,11,-4

One compound at a time, from the list above. Order of values: CHO-K1 Ca antag | TAAR1 antagonist | TAAR1 ag | OXTR potentiator | CHO-K1 Ca ag | M1 PAM parental | CHO parental Ca | CHRM1 antagonist | M1 ag
CC(NC(=O)CCCn1cc([N+](=O)[O-])cn1)c1ccccc1 (stereo not drawn) across the screens: 8 | 0 | -1 | -6 | -0.3 | -13 | 11 | -4 | -6
OC(c1ccccc1)(c1nc(-c2cccc(F)c2)cs1)C(F)(F)F (stereo not drawn) across the screens: -8 | 20 | 0 | x | -0.2 | -11 | x | 11 | -4
Cc1ccccc1-c1nc(CS(=O)(=O)CC(=O)NC2CCCC2)c(C)o1 across the screens: -24 | -27 | 0 | -10 | 2.4 | 5 | -27 | -6 | 1
Cc1cc(/C=N/NC(=O)c2cccc([N+](=O)[O-])c2)c(C)n1-c1ccccc1 across the screens: -6 | 9 | 2 | -10 | 0.2 | 8 | -8 | -6 | -8
O=C1NC(c2ccc(Cl)c([N+](=O)[O-])c2)Nc2ccccc21 (stereo not drawn) across the screens: -1 | -3 | 0 | 1 | 0.2 | 5 | -17 | -4 | -6

(cont.)
compound,CHO-K1 Ca antag,TAAR1 antagonist,TAAR1 ag,OXTR potentiator,CHO-K1 Ca ag,M1 PAM parental,CHO parental Ca,CHRM1 antagonist,M1 ag
CCCc1cc(C(=O)NNC(=S)NCC)c2ccccc2n1,-1,-11,3,1,0.3,20,-9,-4,-2
COc1cccc(CNC(=O)CCNC(=O)c2ccco2)c1,-14,-23,1,-7,3.9,4,4,-10,-1
COc1ccccc1Cn1c(=S)[nH]c2ccc(F)cc2c1=O,-12,-8,-1,-10,0.8,6,-22,-3,-3
CC1CCCCN1C(=O)CSCC(=O)Nc1nc(-c2cccs2)cs1 (stereo not drawn),-2,23,8,-8,7.9,11,-6,1,2
COC(=O)Cc1c(C)nc2nc(-c3ccco3)[nH]n2c1=O,-7,6,3,1,0.4,9,-2,-37,-1
Cc1ccc(S(=O)(=O)N2[C@@H](c3ccc(F)cc3)C(C(=O)O)=CC[C@H]2c2ccc(Cl)cc2)cc1,-13,19,2,-19,0.0,20,-10,-4,-7
O=C(Nc1ccc(Cl)c(Cl)c1)c1ccccc1,-3,22,27,-11,-0.2,-19,-7,8,-7
O=C(NNc1nc(=O)c2cccnc2s1)c1ccccc1O,-2,9,2,-6,0.5,-3,-9,-7,-7
CCOc1ccccc1N(CC(=O)NC(C)(C)C)C(=O)CCC(=O)Nc1nccs1,-20,-26,3,-1,1.3,12,-17,-27,3
O=C(NCC(=O)N1CCN(c2ccccc2O)CC1)c1ccccc1,-20,-3,4,-4,6.6,12,2,1,-2
CCc1nnc(NC(=O)COC(=O)c2cc(OC)cc(OC)c2)s1,-4,-22,0,-2,0.5,6,-13,-10,0
COCc1nc2ccccc2n1Cc1ccccc1C,-14,-17,3,-19,1.4,3,-17,-6,-3
CCN(CC)S(=O)(=O)c1ccc(Cl)c(NC(=O)COC(=O)/C=C/c2ccc(O)c(OC)c2)c1,1,17,25,-10,4.6,8,-6,6,3
O=C(CSc1nc2ccccc2s1)Nc1ccc2c(c1)oc1ccccc12,-9,-5,1,3,0.3,12,-5,-4,-2
C=CCN(CC=C)c1cnn(-c2nc3ccccc3[nH]2)c(=O)c1Cl,-9,14,15,-1,3.5,2,-16,-9,-2
COc1cc(SC)ccc1C(=O)Nc1ccncc1,-14,-14,-2,-5,1.2,27,-14,-10,-10

2 entries picked at random from those above, as already listed:
compound,CHO-K1 Ca antag,TAAR1 antagonist,TAAR1 ag,OXTR potentiator,CHO-K1 Ca ag,M1 PAM parental,CHO parental Ca,CHRM1 antagonist,M1 ag
CCOc1ccccc1N(CC(=O)NC(C)(C)C)C(=O)CCC(=O)Nc1nccs1,-20,-26,3,-1,1.3,12,-17,-27,3
O=C(NCC(=O)N1CCN(c2ccccc2O)CC1)c1ccccc1,-20,-3,4,-4,6.6,12,2,1,-2

(further entries)
compound,CHO-K1 Ca antag,TAAR1 antagonist,TAAR1 ag,OXTR potentiator,CHO-K1 Ca ag,M1 PAM parental,CHO parental Ca,CHRM1 antagonist,M1 ag
COc1ccccc1CN1CCN(C(=O)c2ccco2)CC1,-1,-11,-2,-3,0.3,-10,-5,-17,-7
O=C(CSc1nc2ccccc2c(=O)n1CCCN1CCOCC1)Nc1ccccc1OC(F)F,-3,0,5,-9,5.5,25,-19,-2,-4
CCn1ccc(C(=O)NC2C(=O)N3C(C(=O)O)=C(C)CSC23)n1 (stereo not drawn),-15,-6,1,-2,0.2,23,-10,-15,-1
CCCCCOc1ccc(N2C(=O)C3C4C=CC(C3C2=O)N(C)C4=O)cc1 (stereo not drawn),0,-25,3,-7,0.3,-4,14,-5,-2
COc1ccc(CCC(=O)NC(C)C2CCCO2)cc1 (stereo not drawn),-14,-1,4,-6,0.9,19,-5,-21,-2
C=CC[C@@H](CC(=O)N[C@@H](CO)Cc1ccccc1)C(=O)N[C@H](COC(=O)[C@@H](CC=C)Cc1ccc(F)cc1)Cc1c[nH]c2ccccc12,-6,40,9,-8,-0.3,8,-29,-1,-2
COc1ccc(-c2cc3c(=O)n(CC(=O)NCCN4CCCC4)nc(C)n3n2)cc1,-11,-5,1,-7,0.4,3,-16,11,-4

Screening data: PubChem, The Scripps Research Institute Molecular Screening Center
